High-throughput results as filed in PubChem BioAssay.
Fluorescein autfl – fluorescein region autofluorescence; Compound autofluorescence, 480/540 nm, fluorescein-equivalent; stronger effect = higher value; 0.91% of 59,000 active; max fluorescein-equivalent concentration, M; AID 593; in the data active means max fluorescein-equivalent concentration above about 10 nM; inconclusive means between about 1.1 nM and that limit
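First, buffer (100 mM Tris, pH 8.0) dispensed; second, compounds and fluorescein standards pinned in; third, 15 min room-temperature incubation; finally, imaging at ex 480 nm/em 540 nm. Fluorescence normalized against the six-point fluorescein curve.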
Hsp90 Hop PPI – changes Hsp90-Hop TPR2A binding signal, up or down; AlphaScreen TPR2A-His6 binding biotin-Hsp90 C-terminal peptide; Potency, µM (series often up to 57 µM), inactives show at the top dose activity change, negative = inhibition; 0.44% of 71,000 active; AID 595; active means well fitted curve in either direction with a large enough effect; inconclusive means small, poorly fitted or top-dose-only effect, or another doubt; further: potency means the concentration at half of the fitted maximal effect; on the % scale 0 is the no-effect control and ±100 the full control effect; many of its hits are not listed in these tables
DNA Pol III inh – inhibitors of bacterial DNA polymerase III holoenzyme | 0.25% of 71,000 active | reconstituted DNA polymerase III holoenzyme replication, biochemical | AID 603 | Potency, µM (doses to about 57.1 µM), without a hit: top-dose activity change, negative = inhibition; further: potency means the concentration at half of the fitted maximal effect; on the % scale 0 is the no-effect control and ±100 the full control effect
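Reconstituted *E. coli* holoenzyme (0.35 nM Pol III, 1 nM beta, 154 nM SSB, 2 nM primase) was preincubated with compound for 15 min at RT. Synthesis on 1.4 nM ssM13Gori ran 35 min, then was stopped with PicoGreen/EDTA and read as dsDNA fluorescence.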
UbGFP stabilizer – proteasome inhibitors stabilizing ubiquitin-GFP reporter; Potency, µM (series often up to 45.9 µM), for inactives: at the highest dose activation (GFP accumulation), most hits filed as activators; Ubiquitin-GFP reporter cells, proteasome inhibition, GFP fluorescence; response scale: untreated = 0%, 10 µM MG-132 = 100%; 67,000 tested, under 10 active; active means well fitted activation curve with a large enough effect, not every such curve was filed as active; inconclusive means small, poorly fitted or top-dose-only effect, or another doubt; inactive means no such curve, though single readings can be large or run the other way; further: potency means the concentration at half of the fitted maximal effect
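Proteasome block read as GFP accumulation: ubiquitin(G76V)-GFP U2OS cells exposed to compound (2.9 nM–46 uM) for 4 hr at 37 C. Normalization used untreated cells as 0% and 10 uM MG-132 as 100%; concentration-response curves fitted.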
HBB splicing – hemoglobin beta splicing modulation. HBB splicing reporter cell assay, activation; EGFP reporter with mutant IVS2-654 intron; response scale: normalised to 500 nM splice-correcting PNA. Potency, µM (top dose mostly 46.1 µM), for inactives: at the top dose activation, hits mostly activators. 0.06% of 65,000 active; further: potency means the concentration at half of the fitted maximal effect; 0% is about no effect
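Compounds were applied for 2 days to HeLa EGFP-654 cells, 500/well in Optimem with 2% FCS. The reporter's EGFP is disrupted by mis-splicing of beta-globin intron IVS2-654. Readout: summed well GFP fluorescence from 488 nm laser scanning; reference was 500 nM antisense […] 654 PNA.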
4-MU autofl – compounds fluorescent in 4-MU spectral region | 11% of 59,000 active | compound autofluorescence, 340/450 nm, 4-MU equivalents; stronger effect = higher value | max dye-equivalent concentration, M | AID 589; in the data active means max dye-equivalent concentration above about 10 nM; inconclusive means mostly about 1.1 nM to 9.6 nM
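Compounds in 100 mM Tris, pH 8.0, incubated 15 min at room temperature, then fluorescence read at 340 nm excitation/450 nm emission. Signal converted to 4-MU dye-equivalent concentration using an on-plate six-point 4-MU standard curve.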
ALOX15 inhib – inhibitors of human 15-lipoxygenase (ALOX15) | P16050 | 1.4% of 74,000 active | purified 15hLO-1, xylenol orange hydroperoxide absorbance | Potency, µM (top dose mostly 57.1 µM), inactives show top-dose activity change, negative = inhibition, most hits filed as inhibitors; further: potency means the concentration at half of the fitted maximal effect; on the % scale 0 is the no-effect control and ±100 the full control effect; nearly all actives have a fitted effect of over 55% in size
Target sequence (P16050 whole entry, looked up): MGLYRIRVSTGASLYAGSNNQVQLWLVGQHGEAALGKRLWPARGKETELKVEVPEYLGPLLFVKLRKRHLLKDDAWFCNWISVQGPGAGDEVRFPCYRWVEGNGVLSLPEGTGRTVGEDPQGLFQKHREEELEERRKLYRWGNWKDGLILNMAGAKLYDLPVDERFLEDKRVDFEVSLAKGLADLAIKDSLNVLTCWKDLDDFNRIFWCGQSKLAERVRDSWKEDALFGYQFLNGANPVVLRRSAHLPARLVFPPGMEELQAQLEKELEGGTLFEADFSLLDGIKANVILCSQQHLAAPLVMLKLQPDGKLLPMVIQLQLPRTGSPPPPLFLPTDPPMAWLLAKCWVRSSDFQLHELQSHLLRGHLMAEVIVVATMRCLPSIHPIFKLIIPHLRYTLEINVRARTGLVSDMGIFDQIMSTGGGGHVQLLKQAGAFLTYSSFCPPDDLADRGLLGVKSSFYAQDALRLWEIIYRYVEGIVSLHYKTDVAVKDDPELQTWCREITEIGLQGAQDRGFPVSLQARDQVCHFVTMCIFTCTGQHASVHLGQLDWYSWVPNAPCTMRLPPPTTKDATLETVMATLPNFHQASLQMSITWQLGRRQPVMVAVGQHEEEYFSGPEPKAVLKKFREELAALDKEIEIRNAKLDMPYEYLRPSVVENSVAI
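Purified human 15hLO-1 (40 nM final) in 25 mM Hepes pH 7.5, 0.01% Triton X-100 was preincubated with compound 15 min at room temperature, then reacted 6 min with 50 uM arachidonic acid; hydroperoxide detected by Fe-XO, 573/405 nm absorbance ratio.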
Rhodamine fluor – compound autofluorescence in rhodamine spectral region; Rhodamine-region fluorescence, 547/598 nm, Tris buffer; stronger effect = higher value; max dye-equivalent concentration, M; 0.05% of 59,000 active; AID 594; in the data active means max dye-equivalent concentration above about 11 nM; inconclusive means between about 1.1 nM and that limit
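qHTS spectral profiling of compounds without any target or enzyme present, in pH 8.0 Tris buffer; plates were read after a 15-minute room-temperature incubation using the rhodamine-region filter set.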
HADH2 inh – blocks human hydroxyacyl-CoA dehydrogenase type II; recombinant HADH2, NADH fluorescence, beta-hydroxybutyryl-CoA; Potency, µM (titrated, usually from 57.1 µM), without a hit: top-dose activity change, negative = inhibition, actives largely listed as inhibitors; 3.4% of 73,000 active; AID 886; further: potency means the concentration at half of the fitted maximal effect; on the % scale 0 is the no-effect control and ±100 the full control effect; nearly all actives have a fitted effect of over 60% in size; many of its hits are not listed in these tables
Target sequence (Q99714 whole entry, looked up, one chain of several): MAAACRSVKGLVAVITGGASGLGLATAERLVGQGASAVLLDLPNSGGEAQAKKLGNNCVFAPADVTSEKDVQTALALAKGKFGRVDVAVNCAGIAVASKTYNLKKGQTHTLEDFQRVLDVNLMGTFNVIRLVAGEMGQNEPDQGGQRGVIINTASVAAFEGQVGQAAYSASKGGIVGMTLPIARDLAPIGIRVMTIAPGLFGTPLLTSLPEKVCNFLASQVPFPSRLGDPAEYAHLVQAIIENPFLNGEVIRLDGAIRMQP
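NADH fluorescence (ex 360/em 450 nm) read every 30 s for 4 min; activity taken as last-minus-first time point difference. Enzyme 20 nM, NAD+ 1 mM, beta-hydroxybutyryl-CoA 90 uM, pH 9.0 Tris buffer.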
TexasRed autofl – compound fluoresces in the Texas Red spectral region | Compound fluorescence, Texas Red channel, 547/618 nm; stronger effect = higher value | max dye-equivalent concentration, M | 0.06% of 59,000 active; in the data active means max dye-equivalent concentration above about 10 nM; inconclusive means between about 1.1 nM and that limit
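Compound titrations in 100 mM Tris pH 8.0 were incubated 15 min at room temperature and read at 547 nm excitation / 618 nm emission. Texas Red six-point standard curve on each plate converted fluorescence to dye-equivalent concentration.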
GFP derepression – epigenetic GFP locus derepression in mouse cells; mouse C127i GFP locus derepression, cytometry, 30 h; Potency, µM (series often up to 46.1 µM), inactives show top-dose GFP derepression (activation); 0.09% of 68,000 active; AID 597; further: % of control where 0% means no effect
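Murine C127i mammary cells carrying a silenced, stably integrated CMV-driven GFP reporter were treated with compound for 30 hours at 37 C. After PBS washes, GFP-positive cells were counted by laser-scanning microplate cytometry.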
* marks the source's active call; other numbers are inactive results; [ ] = remark or other dose. Unless noted, the call rests on the fitted dose curve; in most records, active means well fitted curve in the direction sought with a large enough effect; inconclusive means small, poorly fitted or top-dose-only effect, or another doubt; inactive means no such curve, though single readings can be large; an effect the other way counts as inactive or inconclusive. Some of the compounds tested; count on the stated rates, not on these rows.

How did CN(C(=O)c1ccc(Cl)c(S(=O)(=O)N2CCOCC2)c1)c1ccccc1C(=O)O do in these assays?
Fluorescein autfl: inconclusive; Hsp90 Hop PPI: 1%; DNA Pol III inh: -6%; UbGFP stabilizer: -3%; HBB splicing: 0.0%; 4-MU autofl: inactive; ALOX15 inhib: 12%; Rhodamine fluor: inactive; HADH2 inh: 13%; TexasRed autofl: inconclusive; GFP derepression: -1%

How did CCOC(=O)c1c(C2CCN(C(=O)OCC)CC2)nc2ccccn12 do in these assays?
Hsp90 Hop PPI: -3%; DNA Pol III inh: -5%; UbGFP stabilizer: 2%; HBB splicing: -1.0%; ALOX15 inhib: -20%; HADH2 inh: 5%

Results for Cc1ccnc(-n2sc3ccccc3c2=O)n1 ?
Fluorescein autfl: inconclusive; Hsp90 Hop PPI: -6%; DNA Pol III inh: -7%; UbGFP stabilizer: 4%; HBB splicing: -1.0%; 4-MU autofl: inactive; ALOX15 inhib: 20µM*; Rhodamine fluor: inactive; HADH2 inh: inconclusive; TexasRed autofl: inactive; GFP derepression: 0%

What do the screens show for `CCn1c(COc2ccc3c(c2)OCO3)nnc1SCC(=O)c1ccccc1`?
Fluorescein autfl: inconclusive; Hsp90 Hop PPI: -6%; DNA Pol III inh: -3%; UbGFP stabilizer: -1%; HBB splicing: -1.1%; 4-MU autofl: inactive; ALOX15 inhib: 1%; Rhodamine fluor: inactive; HADH2 inh: -1%; TexasRed autofl: inactive; GFP derepression: 4%

How did COc1ccc(CCC(=O)NCCc2cn3c(C)csc3n2)cc1 do in these assays?
Hsp90 Hop PPI: 0%; DNA Pol III inh: -2%; UbGFP stabilizer: -4%; HBB splicing: -0.6%; ALOX15 inhib: 3%; HADH2 inh: -9%

What do the screens show for `CCOC(=O)N1CCN(C(=O)c2ccc(N(C)S(C)(=O)=O)cc2)CC1`?
Fluorescein autfl: inactive; Hsp90 Hop PPI: -2%; DNA Pol III inh: -7%; UbGFP stabilizer: 1%; HBB splicing: 2.8%; 4-MU autofl: inactive; ALOX15 inhib: 4%; Rhodamine fluor: inactive; HADH2 inh: -4%; TexasRed autofl: inactive; GFP derepression: 5%

Results for Cc1ccccc1N1C(=O)CC(Sc2nnc(-c3ccccc3)o2)C1=O (stereo unspecified) ?
Fluorescein autfl: inactive; 4-MU autofl: inactive; Rhodamine fluor: inactive; TexasRed autofl: inactive; GFP derepression: 4%[20.6 µM]

What do the screens show for `O=C(O)c1ccccc1OP(=O)(O)O`?
Fluorescein autfl: inconclusive; Hsp90 Hop PPI: -2%[26 µM]; DNA Pol III inh: -4%[25.6 µM]; UbGFP stabilizer: -6%[20.5 µM]; HBB splicing: 0.4%[20.6 µM]; 4-MU autofl: inactive; ALOX15 inhib: -13%; Rhodamine fluor: inactive; HADH2 inh: -14%[25.6 µM]; TexasRed autofl: inconclusive; GFP derepression: 0%[20.6 µM]

Results for CCc1ccc(N2CC(C(=O)Nc3cc(C)ccc3F)CC2=O)cc1 (stereo unspecified) ?
Hsp90 Hop PPI: -5%[11 µM]; DNA Pol III inh: -2%[11.4 µM]; UbGFP stabilizer: -5%[9.17 µM]; HBB splicing: 1.0%[0.0738 µM]; ALOX15 inhib: -3%[11.4 µM]; HADH2 inh: 9%[11.4 µM]; GFP derepression: -4%

How did Cc1ccc(C(=O)CSc2nnc(-c3ccco3)n2Cc2ccccc2)cc1 do in these assays?
Fluorescein autfl: inactive; Hsp90 Hop PPI: -15%; DNA Pol III inh: 0%; UbGFP stabilizer: -3%; 4-MU autofl: inactive; ALOX15 inhib: inconclusive; Rhodamine fluor: inactive; HADH2 inh: -4%; TexasRed autofl: inactive; GFP derepression: 3%

What do the screens show for `O=c1c(-c2ccccc2)coc2c(CN3CCCC3)c(O)ccc12`?
Fluorescein autfl: inactive; Hsp90 Hop PPI: -2%; DNA Pol III inh: -8%; UbGFP stabilizer: 2%; HBB splicing: 9.9%[0.369 µM]; 4-MU autofl: 5.4e-07M*; ALOX15 inhib: 5%; Rhodamine fluor: inactive; HADH2 inh: 32µM*; TexasRed autofl: inactive; GFP derepression: 0%

How did COc1ccc(NC(=O)c2[nH]c(C)c(C(C)=O)c2C)cc1Cl do in these assays?
Fluorescein autfl: inconclusive; Hsp90 Hop PPI: -6%; DNA Pol III inh: -4%; UbGFP stabilizer: 0%; HBB splicing: -3.5%; 4-MU autofl: inactive; ALOX15 inhib: 32µM*; Rhodamine fluor: inactive; HADH2 inh: -10%; TexasRed autofl: inactive; GFP derepression: 2%

What do the screens show for `O=C(C1CCN(S(=O)(=O)Cc2ccccc2)CC1)N1CCCc2ccccc21`?
Fluorescein autfl: inactive; Hsp90 Hop PPI: -2%; DNA Pol III inh: 0%; UbGFP stabilizer: -3%; 4-MU autofl: inactive; ALOX15 inhib: -5%; Rhodamine fluor: inactive; HADH2 inh: -9%; TexasRed autofl: inactive; GFP derepression: 2%

How did COc1cccc(CC(=O)Nn2c(C)nc3ccccc3c2=O)c1 do in these assays?
Fluorescein autfl: inactive; Hsp90 Hop PPI: -3%; DNA Pol III inh: 2%; UbGFP stabilizer: 9%; HBB splicing: 0.3%; 4-MU autofl: inactive; ALOX15 inhib: 2%; Rhodamine fluor: inactive; HADH2 inh: 2%; TexasRed autofl: inactive; GFP derepression: -1%

How did O=C(c1ccc(F)cc1)C1CCN(CCn2c(=S)[nH]c3ccccc3c2=O)CC1 do in these assays?
Hsp90 Hop PPI: -5%; DNA Pol III inh: -2%; UbGFP stabilizer: -4%; ALOX15 inhib: -5%[25.6 µM]; HADH2 inh: 3%; GFP derepression: -1%

What do the screens show for `NC(=O)NC(=O)Nc1ccccc1Cl`?
Fluorescein autfl: inconclusive; Hsp90 Hop PPI: 0%; DNA Pol III inh: 5%; UbGFP stabilizer: -12%; HBB splicing: 0.4%; 4-MU autofl: inactive; ALOX15 inhib: -3%; Rhodamine fluor: inactive; HADH2 inh: 8%; TexasRed autofl: inactive; GFP derepression: 0%

Results for O=C(NCc1ccc(F)cc1)C1CCN(S(=O)(=O)N2CCC3(CC2)OCCO3)CC1 ?
Fluorescein autfl: inactive; Hsp90 Hop PPI: -2%; DNA Pol III inh: 1%; UbGFP stabilizer: -1%; HBB splicing: -1.3%; 4-MU autofl: inactive; ALOX15 inhib: 4%; Rhodamine fluor: inactive; HADH2 inh: 4%; TexasRed autofl: inactive; GFP derepression: -1%

How did COC(=O)c1cn(C)c2ccc(S(=O)(=O)N3CC(C)CC(C)C3)cc2c1=O (stereo unspecified) do in these assays?
Fluorescein autfl: inconclusive; Hsp90 Hop PPI: -3%; DNA Pol III inh: -7%; HBB splicing: 0.9%[0.369 µM]; 4-MU autofl: inactive; ALOX15 inhib: 8%; Rhodamine fluor: inactive; HADH2 inh: 10%; TexasRed autofl: inactive; GFP derepression: -2%

How did COc1ccc(S(=O)(=O)N2CCN(S(=O)(=O)c3ccc4c(c3)OCCO4)CC2)cc1C do in these assays?
Fluorescein autfl: inactive; Hsp90 Hop PPI: -4%; DNA Pol III inh: 1%; UbGFP stabilizer: 5%; HBB splicing: -2.4%; 4-MU autofl: inactive; ALOX15 inhib: 7%; Rhodamine fluor: inactive; HADH2 inh: 7%; TexasRed autofl: inconclusive; GFP derepression: -1%

How did CCNc1oc(COc2cccc(C)c2)nc1C#N do in these assays?
Fluorescein autfl: inactive; Hsp90 Hop PPI: -6%; DNA Pol III inh: -4%; UbGFP stabilizer: -2%; 4-MU autofl: inactive; ALOX15 inhib: -4%; Rhodamine fluor: inactive; HADH2 inh: -4%; TexasRed autofl: inactive; GFP derepression: 0%

How did CCOc1ccc(C(=O)NC2CCN(S(C)(=O)=O)CC2)cc1 do in these assays?
Fluorescein autfl: inconclusive; Hsp90 Hop PPI: -5%; DNA Pol III inh: 4%; UbGFP stabilizer: 7%; HBB splicing: 0.2%; 4-MU autofl: inactive; ALOX15 inhib: 4%; Rhodamine fluor: inactive; HADH2 inh: 3%; TexasRed autofl: inactive; GFP derepression: 1%

What do the screens show for `Cc1cc(NC(=O)Cn2c(=O)n(Cc3ccccc3)c(=O)c3ccccc32)no1`?
Fluorescein autfl: inactive; Hsp90 Hop PPI: -2%; DNA Pol III inh: 1%; UbGFP stabilizer: 1%; HBB splicing: -2.0%; 4-MU autofl: inactive; ALOX15 inhib: 1%; Rhodamine fluor: inactive; HADH2 inh: -1%; TexasRed autofl: inactive; GFP derepression: -2%
